# KDM5B inhibitor = Primary screen for KDM5B Histone Demethylases FDH-coupled qHTS; Lysine-specific demethylase 5B (Homo sapiens), Q9UGL1; KDM5B demethylase, FDH-coupled NADH fluorescence (FDH is formaldehyde dehydrogenase); Potency, µM (doses to about 57.7 µM), for inactives: at the highest dose activity change, negative = inhibition, usual class: inhibitors; 2.6% of 220,000 active; active means well fitted inhibition curve with a large enough effect; inconclusive means small, poorly fitted or top-dose-only effect; inactive means no such curve, though single readings can be large or run the other way; further: 0% is about no effect; nearly all actives have a fitted effect of over 70% in size
# Target sequence (Q9UGL1 whole entry, looked up): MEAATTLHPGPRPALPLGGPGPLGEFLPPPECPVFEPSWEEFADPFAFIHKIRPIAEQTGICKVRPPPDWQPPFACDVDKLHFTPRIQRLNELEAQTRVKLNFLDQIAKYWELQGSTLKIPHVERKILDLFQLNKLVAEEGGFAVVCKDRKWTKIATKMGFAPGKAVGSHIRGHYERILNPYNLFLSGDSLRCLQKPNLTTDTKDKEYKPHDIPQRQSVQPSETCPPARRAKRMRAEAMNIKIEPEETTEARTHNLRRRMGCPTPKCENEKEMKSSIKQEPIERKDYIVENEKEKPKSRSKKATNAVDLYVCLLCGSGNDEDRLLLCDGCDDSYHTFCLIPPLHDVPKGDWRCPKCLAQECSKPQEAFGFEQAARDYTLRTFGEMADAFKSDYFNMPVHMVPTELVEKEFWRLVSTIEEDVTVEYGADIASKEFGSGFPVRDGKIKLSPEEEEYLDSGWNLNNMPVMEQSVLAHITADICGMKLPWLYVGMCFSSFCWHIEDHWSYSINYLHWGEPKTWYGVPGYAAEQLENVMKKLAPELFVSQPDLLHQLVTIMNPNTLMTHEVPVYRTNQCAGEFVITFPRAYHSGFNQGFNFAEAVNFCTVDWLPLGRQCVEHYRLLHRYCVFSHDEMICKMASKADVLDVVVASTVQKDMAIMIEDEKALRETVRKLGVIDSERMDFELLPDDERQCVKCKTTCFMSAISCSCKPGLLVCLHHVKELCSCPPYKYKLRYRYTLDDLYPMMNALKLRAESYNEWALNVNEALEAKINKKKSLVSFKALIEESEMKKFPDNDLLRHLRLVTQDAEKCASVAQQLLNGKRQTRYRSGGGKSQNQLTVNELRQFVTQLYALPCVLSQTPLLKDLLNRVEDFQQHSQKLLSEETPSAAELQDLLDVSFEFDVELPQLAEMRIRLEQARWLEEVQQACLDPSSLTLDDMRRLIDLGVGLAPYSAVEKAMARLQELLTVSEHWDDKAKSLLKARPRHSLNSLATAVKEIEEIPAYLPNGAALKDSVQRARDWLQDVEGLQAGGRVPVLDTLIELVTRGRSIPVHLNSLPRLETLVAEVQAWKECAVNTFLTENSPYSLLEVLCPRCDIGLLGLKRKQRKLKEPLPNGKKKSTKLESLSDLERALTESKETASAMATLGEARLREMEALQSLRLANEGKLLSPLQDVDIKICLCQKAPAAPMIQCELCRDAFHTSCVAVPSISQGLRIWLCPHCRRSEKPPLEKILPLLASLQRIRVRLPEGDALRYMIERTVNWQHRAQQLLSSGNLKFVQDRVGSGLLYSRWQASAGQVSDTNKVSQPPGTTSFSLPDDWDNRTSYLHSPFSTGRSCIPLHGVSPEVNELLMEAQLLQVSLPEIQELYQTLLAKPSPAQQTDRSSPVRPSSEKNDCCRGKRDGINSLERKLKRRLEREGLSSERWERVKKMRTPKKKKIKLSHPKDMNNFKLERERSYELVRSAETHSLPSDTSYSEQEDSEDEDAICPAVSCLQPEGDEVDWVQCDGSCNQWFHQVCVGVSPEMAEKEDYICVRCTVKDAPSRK
#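 Measured: NADH fluorescence change, 30 min, RT. System: KDM5BΔAP 200 nM final, H3K4me3 peptide, α-KG, Fe(II), ascorbate, NAD⁺ plus FDH, pH 7.5 HEPES. Compounds: titrated, 10 min pre-incubation with enzyme.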
# Numbers without * were called inactive; ? = inconclusive; [ ] = another dose, or the depositor's remark. Potency means the concentration at half of the fitted maximal effect.
SMILES	KDM5B inhibitor
CCc1ccc(C(=O)C(C)OC(=O)Cc2n[nH]c(=O)c3ccccc23)cc1 (configuration not stated)	15%
CC(=O)NC(Nc1cccc(C(F)(F)F)c1)C(Cl)(Cl)Cl (configuration not stated)	14%
CC1CCCCN1CC(=O)c1c[nH]c2ccccc12 (configuration not stated)	-7%
COc1ccc(CC(=O)N2CCc3nc(-c4cccnc4)[nH]c3C2)cc1	-2%
O=C(O)c1ccc2nc(-c3cc4cc(F)ccc4oc3=O)[nH]c2c1	?
CN(C)C(=O)C1=NOC2CN(C(=O)c3ccn(C)n3)CC12 (configuration not stated)	20%[149 µM]
Cn1cc(CN2CCCC23CCN(c2ncccn2)CC3)c(-c2ccccc2)n1	?
Cc1cc(C2CC(C(=O)NCc3cccc(F)c3)CN(C(=O)C3CC3)C2)ccc1F (configuration not stated)	-10%
O=C1CC(c2ccccc2)N(C(=O)c2ccoc2)CCCCCN1 (configuration not stated)	-19%
Cc1cccc(N(C)c2ccc3nnc(-c4cc(C(=O)N(C)C)ccn4)n3n2)c1	?
O=C(/C(Cl)=C\Nc1ccc(SC(F)F)cc1)C(F)(F)F	6%
O=[S+]([O-])(c1ccncc1)c1nnn2c1nc(NC1CCCC1)c1ccccc12	2%[115 µM]

# Reformatted: results already given
KDM5B inhibitor | Structure
-2% | COc1ccc(CC(=O)N2CCc3nc(-c4cccnc4)[nH]c3C2)cc1
? | O=C(O)c1ccc2nc(-c3cc4cc(F)ccc4oc3=O)[nH]c2c1
20%[149 µM] | CN(C)C(=O)C1=NOC2CN(C(=O)c3ccn(C)n3)CC12 (configuration not stated)

# Next part.
SMILES	KDM5B inhibitor
O=C1CCCN1CC1CCN(C(=O)c2ccc(N3CCC(CO)C3)nc2)CC1 (configuration not stated)	?
Cc1ccc(Cl)cc1N1CCN(C(=O)Cn2ncc3c([nH]c4ccccc43)c2=O)CC1	-10%
CC(NC(=O)CN1CSCC1=O)c1ccc(F)cc1 (configuration not stated)	8%
CCN1CCN(c2cc(C)c3cc(NC(=O)CCC(=O)N4CCN(c5ccccc5OC)CC4)ccc3n2)CC1	?
COc1ccc(CCNCc2c(C(=O)O)c(C)n(Cc3c(F)cccc3Cl)c2C)cc1OC	-21%
Cc1nc(CN2C(=O)OC3(CCN(C(=O)Cc4ccccn4)CC3)C2(C)c2ccccc2)cs1 (configuration not stated)	-28%
O=C(c1cnccn1)N1CCC2(CC1)NC(=O)N(Cc1cccc(Cl)c1)C2=O	10%
CCN(CC)CCNC(=O)c1ccc(CN)cc1	-8%
CCn1cnnc1CC1CCN(C(=O)NCc2ccccc2)C1 (configuration not stated)	11%
Cc1ccc(NC(=O)c2c(C)nn(-c3ccccc3)c2-n2cccc2)c(Cl)c1	-26%
O=C(c1ccc2c(c1)OCO2)N1CC2(Cc3ccccc3NC2=O)C1	-27%[149 µM]
Cc1cc(SCC(=O)NCC(C)C)nc2ccccc12	9%
COc1ccc(Cl)cc1NS(=O)(=O)c1cc(Br)cc2c1N(C(=O)C1CC1)CC2	-4%
Cc1cc(C)cc(Oc2cnn(-c3ccc(C(F)(F)F)cn3)c(=O)c2Cl)c1	?
O=C(c1ccco1)N(Cc1cccnc1)c1nc2c(F)cc(F)cc2s1	?
O=C(/C=C/c1ccc(O)cc1)c1ccsc1	?
COc1cccc([S+](=O)([O-])N2CC(Oc3ccc(F)c(F)c3)C2)c1	5%[115 µM]
CCC/C(=N\NC(=O)C(C)C)c1ccccc1	3%
O=C(NCCS(=O)(=O)N1CCN(c2cccc(Cl)c2)CC1)c1cccc(C(F)(F)F)c1	-6%
COc1ccccc1N1CCN(C(=O)c2cn(CC(C)C)c(=O)c3c2c2ccccc2n3C)CC1	?
COc1ccc(CN2C[C@@H](F)[C@@H](OCc3nc4ccc(C)cc4[nH]3)C2)cc1	3%[86.2 µM]
CCCn1c(SCc2ccccc2Cl)nc2c1c(=O)[nH]c(=O)n2C	20%
Cc1ccc(C(CC(=O)N2CCN(c3ccc([N+](=O)[O-])cc3)CC2)c2cn(C)c3ccccc23)cc1 (configuration not stated)	1%
CCNC(=O)N[C@H]1[C@H](O)[C@@H](N2CCN(c3ccccc3)CC2)[C@@H]2OC[C@H]1O2	9%[86.2 µM]
CC(C)c1ccc(NC(=O)CSc2ncnc3c2sc2ccccc23)cc1	-3%
Cc1cc(C)c(NC(=O)CCn2c(=O)c3cccn3c3cccnc32)c(C)c1	-17%
O=C(Cc1ccccc1F)N1CCC2(CC1)N(c1ccccc1)C(=O)CS2(=O)=O	25%
CCC(C)NC(=O)c1cc2cc(S(=O)(=O)N3CCCCC3)ccc2n1C (configuration not stated)	-18%
CS(=O)(=O)N1CCOc2ccc(CCC(=O)NCc3ccccn3)cc2C1	-30%
Cc1ccccc1CN1CCc2nc(C(=O)NCc3ccncc3)oc2CC1	?
N#CC1=C(SCC(=O)Nc2ccccc2C(F)(F)F)NC(=O)CC1c1ccc(F)cc1 (configuration not stated)	4%
CCN(Cc1ccncc1)C(=O)C(C)C	-18%
CC(c1ccon1)N(C)Cc1cn(-c2ccccc2)nn1 (configuration not stated)	3%
NC(=O)CSc1ncc2c(n1)-c1ccccc1N(Cc1ccccc1)S2(=O)=O	-11%
CCC(O)c1cc2n(n1)CCN(C(=O)CCc1cn3ccccc3n1)C2 (configuration not stated)	11µM*
COc1ccc(C(=O)N2CCCCCCN(C)C(=O)[C@@H]3CCC[C@@H]32)c(OC)c1	-8%
CC(C)CNc1cccc2c1S(=O)(=O)N(Cc1cn(Cc3ccc(C(F)(F)F)cc3)nn1)Cc1ccccc1O2	?
CS(=O)(=O)N(CC(=O)Nc1cc(Cl)cc(Cl)c1)Cc1ccccc1	19%
O=C(Nc1c(F)c(F)c(F)c(F)c1F)c1ccc(-c2ccccc2)cc1	26%
COc1ccc(OC)c(N2CC(O)=C(c3nc4ccccc4n3C)C2=N)c1	6%
CN(CC1CCOCC1)S(=O)(=O)Cc1ccccc1Cl	11%
CC(C)N(C)C(=O)c1ccc(Cl)c(NC(=O)C2(C)CC2(Cl)Cl)c1 (configuration not stated)	23%
CC(C)CNC(=O)N1C[C@@H](Oc2ccccc2)C[C@H]1C(=O)N1CCOCC1	34%
Cc1cccc(C(=O)N2CCC(Oc3ccccc3-c3nc(C)no3)C2)c1 (configuration not stated)	?
COc1ccc(-c2nc(NC(C)c3ccccc3)c3ccccc3n2)cc1 (configuration not stated)	-21%
C=CCCC(CN1CCOCC1)Oc1ccc2cccc(OC)c2n1 (configuration not stated)	?
CCCN(CCC)S(=O)(=O)c1c(C(=O)OCC)c(C)n(C)c1C	-1%
CCn1nccc1C(=O)N1C[C@@H](COC)[C@H](c2ccncc2)C1	12%
CCCSc1nnc2c(n1)OC(c1ccc(OCC(=O)O)cc1)Nc1ccccc1-2 (configuration not stated)	-14%
COc1ccc(CC(=O)N[C@@H]2CN(C)C[C@H]2CN(C)C)cc1OC	-26%
Cc1ccc(Cl)cc1NC(=O)N[C@@H](CC(C)C)C(=O)O	-9%
Cc1ccc(Nc2ccc3ccccc3c2)cc1	?
O=C(Nc1ccc2oc(-c3cccc(Cl)c3)nc2c1)c1ccc(F)cc1	13%
COc1cc(OC)c(NC(=O)c2cn(C3CCCC3)c(=O)c3c2c2ccccc2n3C)cc1Cl	20%
COc1ccc(-c2cc(N3CCC(NC(=O)c4ccc(F)c(Cl)c4)C3)n[nH]2)cc1 (configuration not stated)	?
Cc1noc(C)c1S(=O)(=O)N1C[C@@H](Oc2cccnc2)C[C@H]1C(=O)N1CCOCC1	31%
CC(=O)NCC(=O)N1Cc2ccccc2CC2(CCN(Cc3ccccc3)C2)C1 (configuration not stated)	-2%[115 µM]
Nc1cc(=O)[nH]n1C1CCCCCC1	-3%
N#Cc1c(SCC(N)=O)nc2c(c1-c1cccs1)CCCC2	-9%
CC(=O)N1CC2(CCCN(Cc3ccccn3)C2)Cc2ccccc21 (configuration not stated)	-14%[149 µM]

# Next section:
SMILES	KDM5B inhibitor
Cc1cc(-n2c(SCC(=O)NCC3CCCO3)nc3ccsc3c2=O)ccc1F (configuration not stated)	6%
Cc1cc(N2CCN(CC3CCCCC3)C(CCO)C2)nc(N)n1 (configuration not stated)	-6%
COc1ccc(C)cc1NS(=O)(=O)c1ccc(-c2cnc(C)o2)cc1	2%
COc1ccc(S(=O)(=O)N2CCCC(C(=O)NC3CC3)C2)cc1Cl (configuration not stated)	18%
Cn1c(Cl)nc2c1c(=O)n(Cc1ccccc1Cl)c(=O)n2C	12%
Cc1cc(O)c(C(=O)c2cnc3c(c2)COc2ccccc2-3)cc1Cl	-10%
O=C(Nc1nccs1)c1ccc2c(c1)OCCN(CCC(F)(F)F)C2	-20%[86.2 µM]
CC(C(=O)N(C)CC(=O)Nc1ccccc1C(F)(F)F)N1CCN(Cc2ccccc2)CC1 (configuration not stated)	-4%
CCc1nccn1CC(=O)NC(C)c1cnn(-c2ccccc2C)c1C (configuration not stated)	-16%
CCN1C(=O)C(CC(=O)NC2CCCCCC2)Sc2ncccc21 (configuration not stated)	17%
CCCC1CCC(c2ccc(-c3ccc(CC)cn3)cc2)CC1C (configuration not stated)	13%
O=c1[nH]c(CSc2nnc(-c3cccs3)n2C2CC2)nc2ccc(Cl)cc12	-16%
CNC1CCN(C(=O)CC2(Cc3ccccc3)C(=O)N(C)c3ccccc32)CC1 (configuration not stated)	35%[activator]
COc1ccccc1CNC(=O)c1ccc(CSc2nc3ccncc3n2Cc2ccccc2C)cc1	?
CCC(C)(C)NC(=O)CN(Cc1ccco1)C(=O)CCC(=O)Nc1nccs1	1%
O=C1CCN(C(=O)[C@@H](Cc2ccccc2)NC(=O)Nc2ccccc2)CCOCCN1	4%
CCOC(=O)C1CCN(C(=O)c2ccc3c(c2)sc2nc(-c4ccccc4)cn23)CC1	?
Cn1cc(-c2ccc(F)c(Cl)c2)c2nc(CN3CC[S+](=O)([O-])CC3)cn2c1=O	11%[86.2 µM]
CCOCCc1nnc(NC(=O)C(=O)c2cc(C)n(-c3cccc(Cl)c3)c2C)s1	-5%
CC(=O)N1CCN(c2nc(-c3ccccc3)nc3ccccc23)CC1	-8%
COc1ccc(-c2cc(C(=O)Nc3c(C)nn(Cc4ccccc4C)c3C)no2)cc1OC	-20%
CCCN1C(=O)CCc2cc(NC(=O)Cc3c(F)cccc3Cl)ccc21	-18%
CCc1cccc2c(C(CC(=O)NCC(C)C)c3ccc(OC)c(OC)c3)c[nH]c12 (configuration not stated)	?
CCOC(=O)c1cc(-c2ccco2)nc2c1c(C)nn2-c1ccccc1	-26%
COc1ccc(C(=O)NCC2(c3ccccc3)CCCC2)c(OC)c1	-6%
O=C(O)C1C2CCC(CC2)C1C(=O)NCCCN1CCOCC1 (configuration not stated)	4%
Cc1ccc(NC(=O)C2CCCN(S(=O)(=O)c3ccc4[nH]c(=O)ccc4c3)C2)cc1C (configuration not stated)	?
O=c1c2cccnc2n(Cc2cccc(F)c2)c(=O)n1Cc1ccc(F)cc1	?
OC[C@@H]1O[C@H](CNC2CCOCC2)[C@H](N2CCN(c3ncccn3)CC2)[C@@H]1O	3%
COc1cccc(CNC(=O)[C@@H]2C[C@@H](O)CN2C2CCN(C(=O)Cc3ccc(C)cc3)CC2)c1	-20%
Cc1nc2cccnc2n1CC1CCCN(C(=O)Nc2ccccc2C(F)(F)F)C1 (configuration not stated)	29%
CCn1cnnc1CCNC(=O)c1cc(-c2ccc(C)cc2)nc2ccccc12	28µM*
O=C(NCc1ccc2nonc2c1)[C@@]12CNC[C@@H]1CN(C1CCCC1)C2	-29%
Cc1ccc(NC2CCCN(C(=O)CN3CC(=O)NC3=O)C2)cc1C (configuration not stated)	-13%
CC1(C)CCCC(C)(C#CCN2CCN(C(=O)c3ccccc3)CC2)O1 (configuration not stated)	-2%
O=C(NCCOc1ccccc1Cl)C1CCC(=O)N(C2CCCC2)C1 (configuration not stated)	21%

# Entries from the list above with a COOH group, in the order listed:
SMILES	KDM5B inhibitor
O=C(O)c1ccc2nc(-c3cc4cc(F)ccc4oc3=O)[nH]c2c1	?
COc1ccc(CCNCc2c(C(=O)O)c(C)n(Cc3c(F)cccc3Cl)c2C)cc1OC	-21%
CCCSc1nnc2c(n1)OC(c1ccc(OCC(=O)O)cc1)Nc1ccccc1-2 (configuration not stated)	-14%
Cc1ccc(Cl)cc1NC(=O)N[C@@H](CC(C)C)C(=O)O	-9%
O=C(O)C1C2CCC(CC2)C1C(=O)NCCCN1CCOCC1 (configuration not stated)	4%

# The list continues.
SMILES	KDM5B inhibitor
CC(C)(C)C(=O)N1CCN(c2nc3ncccc3o2)CC1	?
CCN1CCN(CCCNC(=O)c2cnn(-c3ccc(OC)cc3)c2C2CCN(C(=O)OC(C)(C)C)CC2)CC1	6%
COC(=O)c1ccc(OCc2ccc(C(=O)O)o2)cc1	-1%
Cc1oc2cc(OCC(=O)NCc3ccccc3F)ccc2c(=O)c1Oc1ccccc1	?
CCOC(=O)C1CCN(S(=O)(=O)c2csc(C(N)=O)c2)CC1	-47%
CC1(C)C[C@H](NC2CCC2)[C@@]2(CCC(=O)NCc3cccnc3)CC[C@](C)(O)C[C@@H]12	29%[86.2 µM]
C=CCc1ccccc1OCCN(C)Cc1cnc2ccccc2n1	-3%

# Screening data as filed in PubChem BioAssay.

# Some of the compounds tested; count on the stated rates, not on these rows.
